Screens (PubChem)
MCF10A rerep – induces DNA re-replication in MCF 10a normal breast cells; MCF 10A DNA re-replication, Hoechst nuclear intensity, 48 h; Potency, µM (titrated, usually from 46.1 µM), without a hit: at the top dose activity, positive = re-replication, actives largely listed as activators; hit rate 2.9% among 350,000; AID 624296; further: % of control where 0% means no effect; nearly all actives have a fitted effect of over 50% in size
ATXN2 expr inh – inhibitors of ATXN2 expression; HEK-293 ATXN2-luciferase reporter, luminescence, 24 h; Potency, µM (highest dose often 57 µM), for inactives: at the top dose activity change, negative = inhibition, actives largely listed as inhibitors; AID 1745845; hit rate 0.72% among 360,000; further: on the % scale 0 is the no-effect control and ±100 the full control effect; nearly all actives have a fitted effect of over 55% in size
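ATXN2-luciferase reporter cells (luciferase flanked by upstream and downstream ATXN2 gene portions) were treated 24 h at 37 °C with compounds at up to 57 uM. SteadyGlo luminescence gave expression; GF-AFC fluorescence gave viability.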
HepG2 tox – HepG2 cytotoxicity, counter-screen for TGF-b inhibitors; HepG2 CAGA-GFP viability, ATP luminescence, 18 h; Potency, µM (series often up to 46.1 µM), inactives show at the highest dose activity change, negative = cytotoxicity, usual class: cytotoxic; hit rate 0.76% among 410,000; AID 588856; further: some results filed as inactive show a strong effect at the top dose
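HepG2 CAGA-GFP cells (1000/well, DMEM with 1% FBS) received compound, then TGF-beta at 500 pg/mL final, and were incubated 18 hours at 37 degrees C. Viability was read by CellTiter-Glo luminescence. Media-only wells were set as complete cell-killing and DMSO as no toxicity.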
TGFb inhibitor – blocks TGF-b signaling. HepG2 CAGA-GFP TGF-b/SMAD3 reporter, GFP fluorescence, 18 h; TGF-beta stimulated, 500 pg/mL final. hit rate 1.2% among 410,000. Potency, µM (highest dose often 46.1 µM), without a hit: at the top dose activity, negative = inhibition, most hits filed as inhibitors; further: on the % scale 0 is the no-effect control and ±100 the full control effect; nearly all actives have a fitted effect of over 65% in size
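Per well, imaged GFP fluorescence of HEPG2 CAGA-GFP cells gives the signal; cells get compound, then TGF-beta (500 pg/mL final), 18 h at 37 degrees C; %Activity versus -TGF-beta and +DMSO controls.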
Nrf2 block – inhibitors of Nrf2 signaling; A549 ARE-Fluc reporter, luciferase luminescence, 18-24 h; Potency, µM (top dose mostly 46 µM), inactives show top-dose activity change, negative = inhibition, actives largely listed as inhibitors; hit rate 2.1% among 360,000; AID 504444; further: on the % scale 0 is the no-effect control and ±100 the full control effect; nearly all actives have a fitted effect of over 60% in size
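Nrf2 activity is the BugLite luminescence, read 15 min after reagent at room temperature, following CellTiter-Fluor cytotoxicity readout (30 min, 37C). Compound titrations were applied for 18-24 h to 5000 A549 ARE_Fluc cells/well in 5% FBS OPTI-MEM.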
A549 viability – counter-screen for Nrf2 inhibitors: cytotoxicity in A549 cells. AID 504648. A549 ARE-Fluc cells, CellTiter-Fluor viability, 18-24 h. hit rate 0.16% among 390,000. Potency, µM (highest dose often 46 µM), for inactives: at the top dose activity change, negative = cytotoxicity, hits mostly inhibitors; further: on the % scale 0 is the no-effect control and ±100 the full control effect
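Cytotoxicity counterscreen: CellTiter-Fluor fluorescence was measured in A549 ARE_Fluc cells after 18-24 h of compound exposure in a concentration series. The subsequent BugLite luminescent read reports ARE-luciferase activity.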
ATXN viability – viability counter-screen for ATXN expression inhibitors. S2 cells (HEK-293 line with an ATXN2-luciferase reporter) viability, CellTiter-Fluor protease fluorescence, 24 h. Potency, µM (doses to about 56.7 µM), most hits filed as cytotoxic. hit rate 0.49% among 400,000; further: nearly all actives have a fitted effect of over 40% in size
Nrf2 ARE act – activators of Nrf2 (ARE) signaling; AREc32 ARE-luciferase reporter (MCF7-derived line), luminescence, 24 h; Potency, µM (series often up to 46.1 µM), for the others: top-dose activation, usual class: activators; hit rate 0.31% among 410,000; further: % of control where 0% means no effect; nearly all actives have a fitted effect of over 65% in size
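Luminescent ARE reporter assay in AREc32_Fluc cells: overnight plating at 37 deg C, 24 hr compound incubation, Steady-Glo added, 30 min RT before reading.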
EPAC2 antagonist – EPAC2 (human) antagonism; AID 720708; Potency, µM (top dose mostly 114 µM), without a hit: at the highest dose activity, negative = inhibition, usual class: inhibitors; Q8WZA2; hit rate 0.18% among 360,000; EPAC2 GEF exchange of Rap1B-BODIPY-GDP, fluorescence; further: on the % scale 0 is the no-effect control and ±100 the full control effect; nearly all actives have a fitted effect of over 45% in size; many of its hits are not listed in these tables
Target sequence (Q8WZA2 whole entry, looked up): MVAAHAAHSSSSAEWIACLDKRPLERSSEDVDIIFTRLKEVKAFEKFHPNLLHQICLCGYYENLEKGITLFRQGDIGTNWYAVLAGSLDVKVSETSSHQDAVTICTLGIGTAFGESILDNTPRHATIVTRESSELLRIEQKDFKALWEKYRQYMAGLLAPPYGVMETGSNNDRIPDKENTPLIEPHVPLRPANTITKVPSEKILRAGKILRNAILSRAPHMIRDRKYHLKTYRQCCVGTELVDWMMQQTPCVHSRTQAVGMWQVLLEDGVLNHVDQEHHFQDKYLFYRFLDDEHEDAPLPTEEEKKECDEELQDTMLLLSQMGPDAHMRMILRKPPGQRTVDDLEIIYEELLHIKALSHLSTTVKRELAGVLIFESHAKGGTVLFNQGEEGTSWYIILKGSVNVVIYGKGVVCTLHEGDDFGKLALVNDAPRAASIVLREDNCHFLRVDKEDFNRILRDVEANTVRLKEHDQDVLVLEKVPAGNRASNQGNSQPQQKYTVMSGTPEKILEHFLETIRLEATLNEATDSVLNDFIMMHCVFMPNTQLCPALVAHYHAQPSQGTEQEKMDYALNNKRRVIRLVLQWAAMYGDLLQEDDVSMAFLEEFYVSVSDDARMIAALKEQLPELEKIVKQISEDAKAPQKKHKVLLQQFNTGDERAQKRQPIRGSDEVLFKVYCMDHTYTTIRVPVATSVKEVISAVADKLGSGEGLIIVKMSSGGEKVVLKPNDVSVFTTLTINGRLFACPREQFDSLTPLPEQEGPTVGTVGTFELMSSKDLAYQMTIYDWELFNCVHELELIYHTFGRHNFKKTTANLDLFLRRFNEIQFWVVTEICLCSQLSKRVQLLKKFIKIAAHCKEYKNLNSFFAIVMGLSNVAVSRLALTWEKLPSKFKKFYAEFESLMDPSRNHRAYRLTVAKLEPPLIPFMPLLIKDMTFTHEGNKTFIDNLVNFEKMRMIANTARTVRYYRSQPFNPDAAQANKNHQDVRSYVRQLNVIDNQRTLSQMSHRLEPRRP
Starred values were filed as active, the others as inactive; i = inactive; ? = inconclusive; / = not tested or not shown; & = joins results of further samples; [ ] = remark or other dose. The call rests on the fitted dose curve; in most records, active means well fitted curve in the direction sought with a large enough effect; inconclusive means small, poorly fitted or top-dose-only effect, or another doubt; inactive means no such curve, though single readings can be large; an effect the other way counts as inactive or inconclusive. Potency means the concentration at half of the fitted maximal effect.

no. | SMILES | MCF10A rerep | ATXN2 expr inh | HepG2 tox | TGFb inhibitor | Nrf2 block | A549 viability | ATXN viability | Nrf2 ARE act | EPAC2 antagonist
1 | C/C(=N\N)c1c(-c2ccccc2)c2cc(Br)ccc2[nH]c1=O | 0% | -1%[11.3 µM] | 16% | 8% | 25% | -1% | i | 4.2% | -8%
2 | CS(=O)(=O)Nc1cccc(C(=O)CC2(O)C(=O)Nc3ccc(Br)cc32)c1 (configuration not stated) | 8.2µM* | -14% | -17% | -18% | 4% | -4% | i | 8.5% | -6%
3 | Nc1cc(N)c(OCC(F)(F)F)cc1OCC(F)(F)F | -4% | 1% | -67% | ? | -6% | 1% | i | 3.2% | -5%
4 | O=C1/C(=C\c2cccs2)SC(=S)N1C1CCS(=O)(=O)C1 (configuration not stated) | ? | 1% | -8% | 3% | ? | -13% | i | 22% | 6%
5 | Cn1c(=O)[nH]c(=O)c2c1nc(N1CCOCC1)n2CCSc1nc2ccccc2[nH]1 | -4% | -2% | 8% | 0% | 22% | 5% | i | -0.5% | 19%[57.1 µM]
6 | CCOC(=O)c1cn2nc(Oc3cccc(F)c3)ccc2n1 | 3% | 25% | 28% | 1% | 1% | -1% | i | 3.1% | 0%
7 | C[C@@H](NC(=O)c1nc[nH]c1C(=O)N1CCN(c2ccccc2)CC1)c1ccccc1 | 15% | 6% | -10% | ? | ? | 9% | i | -0.6% | -15%
8 | CCCCNC(=O)C1CCC(CNS(=O)(=O)c2cccc3nsnc23)CC1 (configuration not stated) | 0% | -1% | -2% | 0% | -11% | 3% | i | 0.5% | 3%
9 | Cn1c(=O)c2c(nc(NCc3ccco3)n2Cc2ccc(Cl)cc2Cl)n(C)c1=O | 3% | -20% | -9% | -1% | -14% | 4% | ? | -0.2% | -3%
10 | O=C(CN1CCOCC1)Nc1ccc(S(=O)(=O)NC2CCCCC2)cc1 | ? | -12% | -5% | ? | ? | 0% | i | -0.7% | 10%
11 | COc1ccc(C2C(O)C(c3c[nH]c4ccccc34)=NN2C(=O)CCl)cc1 (configuration not stated) | 4.6µM* | 6.3µM* | 4µM* | 2.2µM* | 6% | -13% | 7.9µM* | ? | -13%
12 | COc1ccc(C2OC34CCCCC3C(C#N)(C#N)C2(C#N)C(=N)O4)cc1 (configuration not stated) | 17% | 3% | 0% | 13% | 3% | 14% | i | 2.7% | 10%
13 | CCOc1ccccc1C(=O)Nc1nnc(CC)s1 | 4% | 15% | -9% | -5% | 20% | 5% | i | 8.0% | -1%
14 | O=C(O)COc1ccccc1/C=N/NC(=O)/C(=C\c1ccc2c(c1)OCO2)NC(=O)c1ccccc1 | 18µM* | -6% | -10% | -11% | 16% | 1% | i | 0.0% | 19%
15 | COc1cc(NC(=S)Nc2cccnc2)cc(OC)c1 | -2% | 20% | -3% | 0% | 16% | -6% | i | 0.4% | 15%
16 | CCN(CC)Cc1cc(Oc2ccc(O)c(CN(CC)CC)c2)ccc1O | / | -20% | -34% | -2% | / | / | i | -0.2% | 12%
17 | CCOC(=O)c1oc2nc(CC(C)C)c3c(c2c1N)CCC3 | -1% | 1% | -22% | 6% | 7% | -5% | i | 0.4% | 1%
18 | CCOc1cc(Br)c(C(C)NC(=O)c2cccnc2)cc1OCC (configuration not stated) | 2% | -19% | -13% | -1% | ? | -2% | / | -0.8% | 5%
19 | Cc1ccc(N2CCN(C(=O)c3ccccc3Br)CC2)c(C)c1 | ? | -4% | -10% | 3% | / | 14% | i | 0.2% | -13%
20 | Cc1ccccc1CN1CCC(n2nccc2NC(=O)CCOc2ccccc2)CC1 | 1% | -9% | -8% | -1% | -15% | -1% | i | 0.7% | 6%
21 | Cn1sc(NC(=O)c2ccccc2Cl)nc1=O | 3% | 2% | -11% | 0% | 5% | 1% | i | 12% | -4%[57.1 µM]
22 | O=C(NC1CCS(=O)(=O)C1)c1cccs1 (configuration not stated) | -7% | -1% | 2% | -3% | 10% | 1% | i | -0.3% | 11%
23 | O=C(NCCc1ccc(F)cc1)N[C@@H](Cc1ccccc1)C(=O)O | -6% | 19% | -10% | 1% | 29% | 8% | i | -0.6% | -9%
24 | CC(C)(C)OC(=O)N1CCC(C(=O)Nc2cccc(C(=O)NC3CC3)c2)CC1 | -7% | 12% | 4% | 0% | -10% | -3% | i | -0.9% | -1%
25 | COc1ccc(CN(Cc2cccn2C)C(=O)c2cc3cc(OC)ccc3[nH]2)cc1 | 3% | -9% | -15% | -25% | -24% | -1% | ? | 8.7% | -6%

Some of the entries so far, with values under each structure.
Below each compound: MCF10A rerep, ATXN2 expr inh, HepG2 tox, TGFb inhibitor, Nrf2 block, A549 viability, ATXN viability, Nrf2 ARE act, EPAC2 antagonist
(20) Cc1ccccc1CN1CCC(n2nccc2NC(=O)CCOc2ccccc2)CC1
 : 1%, -9%, -8%, -1%, -15%, -1%, i, 0.7%, 6%
(6) CCOC(=O)c1cn2nc(Oc3cccc(F)c3)ccc2n1
 : 3%, 25%, 28%, 1%, 1%, -1%, i, 3.1%, 0%
(23) O=C(NCCc1ccc(F)cc1)N[C@@H](Cc1ccccc1)C(=O)O
 : -6%, 19%, -10%, 1%, 29%, 8%, i, -0.6%, -9%
(1) C/C(=N\N)c1c(-c2ccccc2)c2cc(Br)ccc2[nH]c1=O
 : 0%, -1%[11.3 µM], 16%, 8%, 25%, -1%, i, 4.2%, -8%

Carrying on:
no. | SMILES | MCF10A rerep | ATXN2 expr inh | HepG2 tox | TGFb inhibitor | Nrf2 block | A549 viability | ATXN viability | Nrf2 ARE act | EPAC2 antagonist
26 | O=C(CSc1ccc2nnc(-c3ccc(Cl)cc3)n2n1)N1CCCC1 | -2% | -5% | -21% | -29% | -11% | -7% | i | -0.3% | -5%
27 | Cc1ccccc1S(=O)(=O)NC(=O)C1(C)CCN1C(=O)CCc1ccc(Cl)cc1Cl (configuration not stated) | / | 4% | 5% | 7% | / | / | i | 0.5% | -19%
28 | COc1ccc2c(c1)C1NC(=S)NC(C)(O2)C1C(=O)Nc1ccccc1C (configuration not stated) | 1% | -10% | -23% | 2% | 18% | -1% | i | -0.7% | -4%
29 | COc1ccc(CCNC(=O)CCCCC(=O)NCCc2ccc(OC)cc2)cc1 | 2% | 5% | 10% | 2% | 19% | -1% | i | -0.9% | 9%
30 | O=C(CCSCc1ccccc1Cl)N1CCN(c2cccc(Cl)c2)CC1 | ? | -23%&5% | -27%&-21% | ? | ? | ? | ? | 4.5%&-0.6% | -10%
31 | CCN(C[C@H]1N[C@@](CC)(C(=O)OC)[C@H]2C(=O)N(Cc3ccccc3)C(=O)[C@@H]12)S(=O)(=O)c1ccc(-c2ccccc2)cc1 | -11% | -7% | -14% | 4% | -19% | 4% | i | 0.5% | -2%
32 | CCOc1ccc(N2C(=O)CC(NCc3ccc(S(N)(=O)=O)cc3)C2=O)cc1 (configuration not stated) | 0% | 1% | 1% | -11% | -3% | -2% | i | -0.4% | 5%
33 | Cn1c(SCC(=O)Nc2nc3ccccc3s2)ncc(C(=O)Nc2ccc(Cl)cc2)c1=O | / | / | -3% | -6% | / | 0% | / | 5.6% | /
34 | COc1ccc(CCNC(=O)c2c(C)oc3ncn(CC(C)C)c(=O)c23)c(OC)c1 | / | -12% | -3% | -6% | 5% | 6% | i | -1.3% | /
35 | Cc1nn(Cc2ccccc2)c(C)c1C(=O)OCC(=O)c1cc(C)n(C2CC2)c1C | -2% | ? | -17% | -2% | / | 3% | i | 4.6% | 6%
36 | COCCNC(=O)/C(C#N)=C/c1ccc(N2CCOCC2)o1 | -24% | 1% | 6% | 70%[activator] | -15% | -7% | i | 0.1% | -9%
37 | COc1ccccc1OCc1nc(-c2cccc(C)c2)no1 | / | 43%[activator] | 3% | 4% | ? | 0% | i | 5.0% | /
38 | Cc1ccc(S(=O)(=O)NCC2CCC(C(=O)NCc3ccc4c(c3)OCO4)CC2)cc1 (configuration not stated) | 1% | 0% | -3% | -7% | -2% | 3% | i | 0.2% | 2%
39 | O=C(NCCCN1CCOCC1)c1ccc(CS(=O)(=O)c2cccc(C(F)(F)F)c2)o1 | 6% | 1% | 0% | 7% | 4% | 3% | i | -0.7% | 14%
40 | COc1ccc(OC)c(Cc2nnc(CCC(=O)NC(C3CC3)C3CC3)o2)c1 | 0% | / | 6% | -3% | -12% | 1% | i | 0.3% | -8%
41 | O=C(OCc1ccc(Br)cc1)c1cc([N+](=O)[O-])ccc1N1CCOCC1 | / | / | 2% | -20% | / | / | i | 3.1% | -2%
42 | CCOc1ccccc1CNCCNCC(C)O (configuration not stated) | -1% | -5% | -7% | 3% | 3% | -11% | i | -0.7% | 5%
43 | O=C(CN1C(=O)c2ccccc2C1=O)Nc1cc([N+](=O)[O-])ccc1O | 1% | / | 2% | -1% | -18% | -26% | i | -0.2% | 11%
44 | O=C(CCCCCNc1nc(=S)[nH]c2ccccc12)NCCc1c[nH]c2ccccc12 | ? | -10% | -2% | 1% | -18% | -17% | ? | 4.2% | 20%
45 | Cc1ccsc1CNC(=O)C1(C)CCCN1CC(C)C (configuration not stated) | / | 5% | -15% | 6% | / | / | i | 0.0% | -12%
46 | CC(=O)OCC(=O)[C@@]1(O)CC[C@H]2[C@@H]3CCC4=CC(=O)C=C[C@]4(C)[C@@]3(Cl)[C@@H](Cl)C[C@@]21C | -32% | 2% | -14% | 22% | 8.2µM* | ? | i | -0.9% | 1%
47 | C#CCOCCOCCOCCNc1nc(N2CCN(C(=O)[C@H]([C@@H](C)CC)n3cc(CCC(=O)O)nn3)CC2)nc(N2CCN(C(=O)[C@H](Cc3ccc(O)cc3)n3cc(CCO)nn3)CC2)n1 | 0% | 11% | 8% | 3% | 6% | -4% | i | -1.3% | 7%

Two entries from above in another layout.
Second line of a record: MCF10A rerep, ATXN2 expr inh, HepG2 tox, TGFb inhibitor, Nrf2 block, A549 viability, ATXN viability, Nrf2 ARE act, EPAC2 antagonist
36	COCCNC(=O)/C(C#N)=C/c1ccc(N2CCOCC2)o1
→ -24%, 1%, 6%, 70%[activator], -15%, -7%, i, 0.1%, -9%
26	O=C(CSc1ccc2nnc(-c3ccc(Cl)cc3)n2n1)N1CCCC1
→ -2%, -5%, -21%, -29%, -11%, -7%, i, -0.3%, -5%

An excerpt (hit frequency here may not be typical).
